# MBNL1 CUG block: MBNL1-poly(CUG) RNA binding inhibition; Q9NR56; TR-FRET MBNL1-His/biotin-(CUG)12 binding, 665/545 ratio; Potency, µM (titrated, usually from 57.5 µM), without a hit: top-dose activity change, negative = inhibition, actives largely listed as inhibitors; 280,000 compounds, 0.036% hits; active means well fitted inhibition curve with a large enough effect in the signal ratio, with a control signal flat, not every such curve was filed as active; inconclusive means small, poorly fitted or top-dose-only effect, or effect the other way, or a change in a side signal; inactive means no such curve, though single readings can be large or run the other way; the % refers to the signal ratio; further: on the % scale 0 is the no-effect control and ±100 the full control effect
# Target sequence (Q9NR56 whole entry, looked up): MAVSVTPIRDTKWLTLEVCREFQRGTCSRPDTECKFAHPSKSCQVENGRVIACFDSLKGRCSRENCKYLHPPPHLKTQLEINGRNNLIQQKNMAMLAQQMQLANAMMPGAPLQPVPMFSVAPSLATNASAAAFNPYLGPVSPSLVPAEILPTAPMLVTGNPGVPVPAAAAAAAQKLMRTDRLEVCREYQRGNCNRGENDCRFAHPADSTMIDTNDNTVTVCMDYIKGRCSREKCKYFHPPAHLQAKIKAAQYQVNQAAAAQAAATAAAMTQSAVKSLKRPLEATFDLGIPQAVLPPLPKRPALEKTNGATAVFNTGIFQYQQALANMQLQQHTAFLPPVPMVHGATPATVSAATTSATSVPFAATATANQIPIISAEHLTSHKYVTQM
#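 Compound titration spanned 92 nM–58 uM against the MBNL1-His/biotin-(CUG)12 complex. After 60 min at room temperature with 5 nM streptavidin-XL665 and 0.055 ng/ul terbium anti-His, ratiometric 665/545 nm emission (Ex 340 nm) normalized to controls.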
# Gal4-VP16 FLuc: counter-screen for ROR gamma inhibitors: Gal4-VP16 reporter; Drosophila S2 Gal4-VP16 UAS-luciferase, luminescence, 20 h; Potency, µM (doses to about 53.6 µM), for inactives: top-dose activity, negative = inhibition, hits mostly inhibitors; 310,000 compounds, 3.5% hits; AID 2546;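 further: Gal4-VP16 expression switched on by copper sulfate through the metallothionein promoter; on the % scale 0 is the no-effect control and ±100 the full control effect; nearly all actives have a fitted effect of over 50% in size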
# p53 reactivator: restores transcriptional activity of mutant p53 | H1299 p53-A138V BP100-luciferase reporter, luminescence, 24 h | Potency, µM (doses to about 92.2 µM), for the others: top-dose activity change, positive = activation, usual class: activators | 320,000 compounds, 0.063% hits | AID 504706; further: % of control where 0% means no effect; nearly all actives have a fitted effect of over 45% in size
#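 p53-null H1299 cells stably carrying temperature-sensitive p53-A138V and a BP100-luciferase reporter were pinned with compounds (4-point, 1:5 series) and held 24 hrs at 37 deg C. Luminescence was read 10 min after detection reagent.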
# ELG1 genotoxic: inducers of genotoxicity in HEK293T ELG1-luciferase cells; HEK293T ELG1-luciferase reporter, luminescence, 16 h; Potency, µM (series often up to 46 µM), for inactives: top-dose activity change, positive = activation, usual class: activators; 330,000 compounds, 1.3% hits; AID 504466; further: % of control where 0% means no effect; nearly all actives have a fitted effect of over 60% in size
#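 HEK293T cells expressing luciferase-tagged ELG1 were treated with compound or DMSO for 16 hr at 37°C. Luciferase activity was then read after 30 min with ONE-Glo at room temperature; rising signal flags genetic stress.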
# BRCA1 expr act: activators of BRCA1 expression | 380,000 compounds, 1.1% hits | MCF7-BRCA1-FFLuc reporter, luminescence, 48 h; response scale: scaled: vehicle 0%, 10 µM genistein 100% | Potency, µM (top dose mostly 46.1 µM), inactives show top-dose activation, most hits filed as activators; further: nearly all actives have a fitted effect of over 80% in size; some results filed as inactive show a strong effect at the top dose
#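 Compounds are tested at multiple concentrations on MCF7 BRCA1-luciferase reporter cells seeded at 2000 per well; after 48 h, a single luminescence end-point is taken and curves fitted to the normalized data.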
# NPC1 prom act: NPC1 promoter activation; Huh7 NPC1 promoter luciferase reporter, 24 h; Potency, µM (doses to about 9.22 µM), for inactives: at the top dose activation, actives largely listed as activators; 320,000 compounds, 2.4% hits; AID 485313;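 further: % of control where 0% means no effect; nearly all actives have a fitted effect of over 60% in size; reporter is driven by a mutant NPC1 promoter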
#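 Luminescence from an NPC1 promoter-driven luciferase reporter in stably transfected Huh7 cells was measured after 24 h compound treatment at 37 °C, followed by 10 min ambient incubation with luciferase detection reagent.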
# RORg inh: ROR gamma (mouse) transcription inhibition; Drosophila S2 Gal4-RORgamma UAS-luciferase reporter, 20 h; Potency, µM (highest dose often 53.6 µM), for inactives: top-dose activity change, negative = inhibition, hits mostly inhibitors; 310,000 compounds, 5.4% hits; further: on the % scale 0 is the no-effect control and ±100 the full control effect; nearly all actives have a fitted effect of over 60% in size
#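 Using a luciferase readout, inhibitors were identified by reduced reporter activity in Drosophila cells coexpressing a copper-inducible Gal4–ROR gamma fusion and UAS-driven Photinus luciferase, incubated 20 hr after 700 uM copper sulfate.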
# MLL CXXC-DNA inh: MLL CXXC-DNA interaction inhibition | MLL-CXXC / FITC-HOXA9 DNA fluorescence polarization | Potency, µM (titrated, usually from 115 µM), for the others: top-dose activity change, negative = inhibition, most hits filed as inhibitors | Q03164 | 290,000 compounds, 0.037% hits | AID 2662; active means well fitted inhibition curve with a large enough effect in the polarisation, with a control signal flat, not every such curve was filed as active; inconclusive means small, poorly fitted or top-dose-only effect, or effect the other way, or a change in a side signal; inactive means no such curve, though single readings can be large or run the other way; the % refers to the polarisation
#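 Steps: dispense CXXC domain solution (7 uM) → pin compounds or unlabeled HOX-A9 DNA control → 5 min ambient → add FLSN-HOX-A9 solution (50 nM) → spin → 30 min ambient → fluorescence polarization. Tris pH 7.5/NaCl/DTT/BSA buffer.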
# FLuc counter: counter-screen for miR-21 project: firefly luciferase inhibitors or activators | P08659 | purified FLuc, Km substrates, luminescence inhibition | Potency, µM (doses to about 57.5 µM), inactives show at the top dose activity change, negative = inhibition, most hits filed as inhibitors | 360,000 compounds, 6.9% hits;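 further: plate controls were vehicle for no effect and reference inhibitor for full effect; nearly all actives have a fitted effect of over 55% in size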
# Target sequence (P08659 whole entry, looked up): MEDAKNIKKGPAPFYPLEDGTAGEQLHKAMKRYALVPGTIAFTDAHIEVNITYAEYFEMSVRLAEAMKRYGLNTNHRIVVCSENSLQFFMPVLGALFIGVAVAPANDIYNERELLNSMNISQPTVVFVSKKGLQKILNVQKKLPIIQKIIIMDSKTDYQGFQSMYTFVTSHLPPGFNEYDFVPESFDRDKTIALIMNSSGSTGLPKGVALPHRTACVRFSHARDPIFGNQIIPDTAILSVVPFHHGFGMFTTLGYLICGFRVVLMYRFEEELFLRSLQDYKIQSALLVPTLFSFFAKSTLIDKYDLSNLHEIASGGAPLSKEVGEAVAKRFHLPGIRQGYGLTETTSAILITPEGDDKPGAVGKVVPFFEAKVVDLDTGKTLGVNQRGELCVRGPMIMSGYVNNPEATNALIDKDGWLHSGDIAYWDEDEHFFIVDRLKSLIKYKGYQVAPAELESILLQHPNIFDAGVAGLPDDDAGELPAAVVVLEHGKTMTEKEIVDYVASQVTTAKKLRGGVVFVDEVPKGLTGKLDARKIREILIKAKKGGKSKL
#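 Purified P. pyralis luciferase, 10 nM final, with Km-level 10 uM D-luciferin and 10 uM ATP in 50 mM Tris acetate pH 7.5, 10 mM Mg acetate, 0.01% Tween-20, 0.05% BSA; 6-point qHTS titration about 60 µM downward; luminescence read.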
# uPA generation: blocks generation of uPA at the cell surface; cell surface uPA generation assay, qHTS; Potency, µM (highest dose often 38.3 µM), inactives show at the top dose activity change, negative = inhibition, most hits filed as inhibitors; 330,000 compounds, 0.31% hits; active means well fitted inhibition curve with a large enough effect; inconclusive means small, poorly fitted or top-dose-only effect; inactive means no such curve, though single readings can be large or run the other way; tested in mouse RAW 264.7 cells; further: on the % scale 0 is the no-effect control and ±100 the full control effect; nearly all actives have a fitted effect of over 55% in size
# Rab9 promoter act: activators of Rab9 promoter; 320,000 compounds, 2.8% hits; Potency, µM (highest dose often 9.22 µM), for the others: top-dose activation, negative = inhibition, actives largely listed as activators; Huh7 Rab9 promoter-luciferase reporter, luminescence, 24 h; further: % of control where 0% means no effect; nearly all actives have a fitted effect of over 60% in size
#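 Cell-based reporter: Huh7 stable for Rab9 promoter-driven luciferase, plated in reduced-serum medium with 10% FBS at 1500 cells/well, compound-treated 24 h at 37 °C, luminescence read after 10 min reagent.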
# Numbers without * were called inactive; u = inconclusive; x = not tested or not shown; [ ] = another dose, or the depositor's remark. Unless noted, the call rests on the fitted dose curve; in most records, active means well fitted curve in the direction sought with a large enough effect; inconclusive means small, poorly fitted or top-dose-only effect, or another doubt; inactive means no such curve, though single readings can be large; an effect the other way counts as inactive or inconclusive. Potency means the concentration at half of the fitted maximal effect.
SMILES,MBNL1 CUG block,Gal4-VP16 FLuc,p53 reactivator,ELG1 genotoxic,BRCA1 expr act,NPC1 prom act,RORg inh,MLL CXXC-DNA inh,FLuc counter,uPA generation,Rab9 promoter act
Cc1sc(NC(=O)CSc2nc(N)cc(N)n2)c(C#N)c1C,-12%,-5%,-3%,-4%,8%,0%,22%,-4%,1%,-5%,-1%
COc1ccc(OC)c(S(=O)(=O)NCc2cc(-c3ccccc3)no2)c1,-8%,-15%,-16%,0%,-8%,0%,-7%,u,-5%,-2%,1%
COc1cc2nc(SCc3c(C)noc3C)n(CCC3=CCCCC3)c(=O)c2cc1OC,4%,-14%,-5%,-1%,-80%,-2%,-40%,-3%,5%,0%,-1%
O=C(/C(=C/c1ccncc1)n1ccnc1)c1ccc(Cl)cc1Cl,-10%,-5%,0%,-7%,-18%,0%,u,-20%,-15%,-25%,-5%
O=S(=O)(Nc1ncnc2sc3c(c12)CCC3)c1cc(F)ccc1F,14%,-8%,-2%,-3%,-33%,7%,27%,-9%,-4%,11%,-2%
COc1cccc(NC(=O)CCCN2C(=O)C3CC=CCC3C2=O)c1 (configuration not stated),0%,-4%,8%,9%,24%,2%,-9%,-3%,u,4%,7%
Cc1cc(C(F)(F)F)nc(SCC(=O)c2cccc([N+](=O)[O-])c2)n1,u,-10%,-4%,-2%,u,2%,35%,-4%,1%,x,0%
O=C(COc1ccc([N+](=O)[O-])cc1)Nc1ccccc1N1CCCC1,9%,-3%,-2%,-13%,-42%,-9%,23%,-1%,2%,-12%,0%
Cc1ccc(C)c(OCCCNCc2ccccc2)c1,5%,4%,x,-3%,-25%,-8%,21%[1.91 µM],17%,4%,9%,-4%
CN1CCN(NC(=S)Nc2ccc(OC(F)F)cc2)CC1,-14%,u,-2%,-6%,-31%,1%,-22%,u,-1%,-14%,9%
CCC(=O)Nc1ccc(S(=O)(=O)Nc2cccc(C)c2)cc1OC,-4%,-13%,-3%,3%,-56%,-3%,41%,10%,-2%,x,1%
CCn1c(SCC(=O)N=Nc2c(O)[nH]c3ccccc23)nnc1-c1ccc(C(C)(C)C)cc1,-4%,-5%,-1%,3%,x,-2%,-11%,29%,3%,x,-1%
NC(=O)NC(Cc1ccccc1)C(=O)O (configuration not stated),0%,9%,0%,1%,3%,-5%,-2%,-1%,1%,x,1%
O=C(Nc1ccc(NC(=O)c2ccc(Cl)c(S(=O)(=O)N3CCOCC3)c2)cc1)c1ccccc1,-10%,-3%,2%,u,15%,-15%,-15%,-3%,1%,-4%,-1%
CN1C(=O)/C(=C/c2cc3c(cc2Br)OCO3)NC1=S,x,u,-2%,4%,-9%,-18%,4.5µM*,9%,-6%,1%,0%
CCOC(=O)/C=C1\SCC(=O)N1Cc1nnc(-c2ccccc2Br)o1,-4%,3%,-1%,6%,0%,1%,13%,1%,-19%,-4%,1%
O=C(Oc1oc(-c2ccco2)nc1C=Nc1ccccc1)c1ccoc1,9%,13%,18%,2%,27%,-2%,15%,-7%,-5%,7%,5%
COc1cccc(/C=N/NC(=O)c2ccccc2)c1OS(=O)(=O)c1ccccc1,x,-6%,-11%,-11%,-2%,1%,u,-6%,u,-3%,-4%
COc1ccc(Cn2c(SCc3ccc(C)cc3)nc3cc(OC)c(OC)cc3c2=N)cc1Cl,u,1.4µM*,-34%[inhibitor],-38%[inhibitor],-94%[inhibitor],-25%,4µM*,u,0%,4%,-12%
O=S(=O)(Nc1ccc2oc(-c3ccccc3)nc2c1)c1ccccc1,3%,-22%,15%,6%,79%,3%,2%,1%,u,-7%,20%
Cc1ccc(NC(=O)C2CCN(C(=O)c3ccco3)CC2)cc1,-6%,0%,-2%,-2%,-15%,-2%,2%,-1%,4%,3%,-5%
Cc1ccc(C(=O)Nc2ccn(Cc3ccc(F)cc3)n2)o1,-4%,-7%,u,19%,52%,u,83%,6%,15µM*,-10%,u
CC(Cc1cnccn1)NC(=O)c1cc(COc2ccc(F)cc2F)on1 (configuration not stated),3%,0%,10%,0%,-1%,-1%,-22%,-5%,-11%,-2%,-8%
O=c1ccc(-c2ccc(S(=O)(=O)Nc3cccc([N+](=O)[O-])c3)s2)n[nH]1,u,14%,-1%,8%,-1%,1%,-12%,0%,-2%,4%,1%
O=C(Nc1cc(=O)[nH]c(=O)[nH]1)c1cccc(C(F)(F)F)c1,-8%,-3%,14%,0%[9.26 µM],-2%,0%,1%,2%,-3%,-2%,0%
Cc1ccccc1Nc1nc(N)nc(CSc2ccccc2)n1,x,-26%,u,9.2µM*,60%,1.3µM*,-33%,8%,2.1µM*,-1%,1.4µM*
COC(=O)c1c(NC(=O)CN2CCOCC2)sc2c1CCC(C)C2 (configuration not stated),8%,-1%,20%,19%,67%,8%,u,8%,12µM*,0%,23%
Fc1ccc2cnc(-c3ccccc3)c(-c3ccc(C(F)(F)F)cc3)c2c1,x,x,19%,2%,-46%,-2%,x,x,-18%,-4%,-1%
CCOC(=O)CNC(=O)CSc1ncnc2c1cnn2-c1ccc(OC)cc1,-7%,-3%,-50%[inhibitor],-2%,-18%,-5%,13%,-16%,u,-3%,-2%
O=C(O)c1cccc2c1/C(=N/Nc1ccc([N+](=O)[O-])cc1[N+](=O)[O-])c1ccccc1-2,8%,0%,-7%,-1%,-4%,-7%,-26%,-15%,-11%,18%,-1%
COc1ccc(N2CCN(C(=O)CNC(=O)c3ccc4ccccc4c3)CC2)cc1,x,x,-11%,14%,-4%,2%,x,x,11%,1%,-1%
O=C(COC(=O)COc1ccc(Cl)cc1Br)NCc1cccs1,-5%,-13%,2%,0%,5%,-7%,3%,5%,u,2%,9%
CC1CCc2sc(C(=O)NNC(=O)c3ccncc3)cc2C1 (configuration not stated),x,x,2%,16%,1%,-4%,x,x,u,-14%,2%
COc1ccc(N2CCN(C(=O)CCNS(=O)(=O)c3ccc4c(c3)CCC(=O)N4)CC2)cc1,-5%,-4%,-12%,-2%,-35%,-5%,2%,-4%,1%,x,2%
CCC(=O)C1CCCN(C(=O)c2ccc(OC3CCN(C(=O)c4cccnc4)CC3)cc2)C1 (configuration not stated),6%,u,-3%,-4%,-10%,3%,32%,-3%,-1%,1%,-4%
O=C1c2ccccc2CCc2ccc(Br)cc21,x,x,11%,5%,12%,0%,x,x,u,-20%,-2%
CCc1c(C)nc2ncnn2c1Nc1ccc(C(C)=O)cc1,12%,15%,25%,18µM*,u,27%,u,5%,27µM*,0%,13%

# Assay outcomes as filed in PubChem.

# These rows are one share of the data, so the mix of outcomes need not match the whole.
